MazF activator: increases E. coli MazEF RNase cleavage of RNA | activation, % at 20 µM | 0.32% of 350,000 active | P0AE70 | FAM/BHQ RNA-DNA oligo cleavage fluorescence, 5 h; in the data active = activation above about 50%
Target sequence (P0AE70 whole entry, looked up): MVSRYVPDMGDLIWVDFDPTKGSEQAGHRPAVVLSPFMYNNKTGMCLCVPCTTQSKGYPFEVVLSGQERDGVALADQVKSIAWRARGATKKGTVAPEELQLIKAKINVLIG
CCHFV vOTU inh: blocks the CCHF virus ovarian tumor domain protease; CCHFV vOTU protease, Pep-AMC fluorescence; inhibition, % at 11.5 µM; 0.55% of 370,000 active; AID 651958; note: 0% = vehicle wells with enzyme and 100% = no enzyme wells
FadD28 FP inh: M. tuberculosis FadD28 bisubstrate binding inhibition; FadD28 bisubstrate probe binding, fluorescence polarization; inhibition, % at 12.5 µM; 0.22% of 360,000 active; AID 588549; in the data active = inhibition above about 8.5%, passing the limit was not always enough; inconclusive = no clear call, values can overlap the other calls
GDH-TPI inh: GDH-TPI coupled enzyme inhibition counter-screen; AID 588335; inhibition, % at 4.8 µM; 1.2% of 360,000 active; GDH-TPI coupled enzyme counterscreen, NADH absorbance;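 note: 0% = DMSO wells and 100% = wells lacking the enzyme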
Mtb FBA inh: inhibitors of M. tuberculosis fructose-bisphosphate aldolase; purified M. tuberculosis FBA, fluorescence read-out; inhibition, % at 1 µM; P9WQA3; AID 588726; 2.3% of 360,000 active; in the data active = inhibition above about 27%;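 note: 0% = vehicle and 100% = reference inhibitor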
Mtb UGM inh: blocks M. tuberculosis UGM enzyme | P9WIQ1 | purified UGM, fluorescence polarization probe displacement | inhibition, % at 10 µM | 0.06% of 320,000 active; in the data active = inhibition above about 10%, passing the limit was not always enough; inconclusive = no clear call, values can overlap the other calls
Target sequence (P9WIQ1 whole entry, looked up): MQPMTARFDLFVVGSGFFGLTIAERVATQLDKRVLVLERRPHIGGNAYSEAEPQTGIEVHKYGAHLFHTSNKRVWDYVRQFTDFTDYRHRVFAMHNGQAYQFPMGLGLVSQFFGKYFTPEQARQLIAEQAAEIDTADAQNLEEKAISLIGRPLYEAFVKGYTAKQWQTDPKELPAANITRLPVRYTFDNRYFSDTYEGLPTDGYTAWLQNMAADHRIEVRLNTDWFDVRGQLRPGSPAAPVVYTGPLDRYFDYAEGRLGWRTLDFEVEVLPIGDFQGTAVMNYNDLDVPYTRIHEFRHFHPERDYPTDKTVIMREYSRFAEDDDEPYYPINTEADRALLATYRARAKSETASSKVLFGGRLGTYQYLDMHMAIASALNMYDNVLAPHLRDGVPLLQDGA
Rv3671c inh: inhibitors of M. tuberculosis serine protease Rv3671c; P9WHR9; inhibition, % at 5.96 µM; 0.048% of 320,000 active; AID 2606; in the data active = inhibition above about 38%;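 note: extracellular domain of Rv3671c used as enzyme; 0% = enzyme with DMSO and 100% = no enzyme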
Mtb BioA inh: BioA (M. tuberculosis) enzyme inhibition; purified M. tuberculosis BioA enzyme, plate reader; inhibition, % at 9.99 µM; 0.096% of 360,000 active; in the data active = inhibition above about 40%; inconclusive = no clear call, values can overlap the other calls
BoNT-F LC inh: blocks Botulinum neurotoxin F light chain protease. Multiplex microsphere protease cleavage assay, flow cytometry. inhibition, % at 10 µM. 0.22% of 360,000 active; in the data active = inhibition above about 35%, passing the limit was not always enough; inconclusive = no clear call, values can overlap the other calls; note: plate controls were buffer without enzyme for full effect and enzyme alone for no effect
DUSP3 inh: DUSP3 (human) phosphatase inhibition | recombinant VHR phosphatase, pNPP absorbance | inhibition, % at 13.3 µM | 0.52% of 290,000 active | AID 1654; in the data active = inhibition above about 50%; note: some compounds called inactive have numbers as strong as hits
Target sequence (P51452 whole entry, looked up): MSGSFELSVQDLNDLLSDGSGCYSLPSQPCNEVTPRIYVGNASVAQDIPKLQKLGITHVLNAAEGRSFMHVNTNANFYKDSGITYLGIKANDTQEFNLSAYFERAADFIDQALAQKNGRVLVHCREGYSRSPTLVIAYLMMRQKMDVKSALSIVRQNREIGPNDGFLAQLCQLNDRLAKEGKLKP
* hit, by the source's call; ? = inconclusive; . = no result given. Cut-off read from the data, not from the text of the source, unless noted: active = inhibition above about 30%; inactive = the rest.

Screens in order – CCHFV vOTU inh	Rv3671c inh	Mtb UGM inh	BoNT-F LC inh	FadD28 FP inh	DUSP3 inh	Mtb FBA inh	Mtb BioA inh	GDH-TPI inh	MazF activator
[1] CCn1nc(C)c(Br)c1-c1nc(-c2ccc(C)cc2)no1
 : -10	1	-1.9	?	-4.2	17	1	0.0	-2	0
[2] O=C(C1CCC1)N1CCC(O)(c2cccc(F)c2)CC1
 : 1	2	1.3	0	-1.5	12	-4	.	1	-1
[3] CSc1n[nH]c(NCc2cccs2)n1
 : .	-1	-2.4	-8	-2.5	6	2	-0.9	-3	5
[4] COc1cc(NC(=O)CCCNC(=O)Cn2cnc3sc4c(c3c2=O)CCCC4)cc(OC)c1OC
 : 3	-1	2.3	-3	-1.4	19	0	-0.6	5	-7
[5] Nc1c(C(=O)O)sc2nc(-c3ccc(F)cc3)cc(-c3ccccc3)c12
 : -6	-9	4.9	0	-0.4	-20	6	-2.6	16	-12
[6] CC1(C)OC(C)(C)/C(=C/Nc2ccccc2)C1=O
 : -3	2	-0.2	-3	-1.3	36	-2	.	16	-1
[7] CCN(CC)c1ccc(C=Nc2ccc(N(C)C)cc2)c(O)c1
 : 74*	-24	-0.4	-20	-2.1	35	-3	.	54*	532*
[8] Cc1cccc(-c2ncc(CN3CCC(CO)(CCCc4ccccc4)CC3)cn2)c1
 : 5	-3	-3.6	-4	-2.5	5	-4	.	-6	-11
[9] CC(=O)c1ccc(N2CCN(C(=O)c3ccco3)CC2)c(F)c1
 : 9	-4	-1.1	-2	-2.7	-12	3	21	11	-3
[10] COc1ccc(N(CC(=O)NCc2ccc3c(c2)OCO3)S(=O)(=O)c2ccccc2[N+](=O)[O-])c(OC)c1
 : -5	-5	-1.2	7	-5.2	16	1	0.8	-8	-2
[11] NC(=O)CCn1nc(-c2ccc(Cl)cc2)c2ccccc2c1=O
 : -1	-7	-1.1	-11	-2.9	11	4	4.6	1	3
[12] COc1ccc(N(C)S(=O)(=O)c2cccc3nsnc23)cc1
 : 3	-7	-2.8	-1	-0.9	33	0	.	6	12
[13] O=C(N/N=C/c1cccnc1)c1ccc2c(c1)OCO2
 : 4	2	-3.6	-24	-0.9	0	1	7.8	14	0
[14] O=C(CCNC(=O)c1ccco1)Nc1cccc(C(F)(F)F)c1
 : 5	10	8.0	-6	-3.4	31	-2	4.8	-16	-4
[15] O=C(CCNC(=O)N1CC(=O)Nc2ccccc21)NCc1ccccc1Cl
 : -10	.	.	-7	-0.5	.	0	-1.8	-6	3
[16] CC(=O)OCC(OC(C)=O)C(OC(C)=O)C(OC(C)=O)C(=O)Nc1ccccc1C (stereo not drawn)
 : -7	-1	-0.4	.	-0.6	0	4	0.0	7	0
[17] O=C(COc1ccc(Cl)cc1)N1CCN(c2ccc([N+](=O)[O-])c(N3CCCCC3)c2)CC1
 : -8	-11	-0.2	-21	-3.1	11	-4	-2.3	2	2
[18] Cc1ccc(NC(=O)COC(=O)CN2C(=O)NC(C)(C)C2=O)cc1S(=O)(=O)N1CCOCC1
 : 15	7	2.0	1	-3.9	4	0	.	4	-4
[19] COc1ccc(C)cc1S(=O)(=O)N(C)CC(=O)NC1CCCCCC1
 : 1	0	1.5	-12	-2.1	34	2	.	1	-5
[20] COc1cc(NC(=O)c2cc(-c3ccc(C)cc3)on2)cc(OC)c1OC
 : -1	0	-0.3	-8	-1.4	28	1	-1.2	16	-5
[21] COc1ccc(NC(=O)CN2CCOCC2)cc1
 : -5	-8	-1.4	16	-4.2	15	1	-0.3	-8	-8
[22] COc1cc(OC)cc(C(=O)NCCCNC(=O)c2ccccn2)c1
 : 13	8	-2.7	5	-5.9	6	-2	0.0	-11	4
[23] O=C(CCCCC(=O)Nc1c(I)cc(I)c(C(=O)O)c1I)Nc1c(I)cc(I)c(C(=O)O)c1I
 : -3	-2	3.9	-6	-3.5	.	-2	-1.4	-6	-2
[24] COC(=O)c1ccc(=O)n(CC(=O)c2ccc(Cl)cc2)c1
 : 7	-2	-0.4	-3	-1.2	3	0	.	3	3
[25] COc1ccc(-n2c(Cc3cccn3C)nnc2SCC(=O)Nc2cc(C)cc(C)c2)cc1
 : 6	-2	0.4	2	-0.2	8	1	-0.7	3	-2
[26] Cc1cc2cc(CN(Cc3ccc4c(c3)OCO4)Cc3nnnn3C3CCCC3)c(=O)[nH]c2cc1C
 : 6	0	-0.5	0	-2.3	26	1	-3.7	10	-14
[27] COc1cc(/C=N/NC(=O)c2nc(C)cc(C)n2)ccc1O
 : 12	-1	-4.5	5	0.0	-28	1	.	37*	-1
[28] O=C(CSc1nnc(Cc2ccccc2)n1C1CCCCC1)N1CCOCC1
 : 20	-7	0.9	8	-3.5	10	-1	0.3	-1	-6
[29] CCCc1c(C)nc2ccc(OC)cc2c1SCCC(=O)O
 : -3	-4	-0.2	4	-2.5	10	0	0.9	7	-2
[30] CCOC(=O)C1(C)CCN1C(=O)c1ccccc1C(F)(F)F (stereo not drawn)
 : 1	.	.	-1	0.0	.	3	1.6	6	.
[31] Cc1nc(SCC(=O)NC2CCCC2)[nH]c(=O)c1C
 : -6	-14	2.8	8	-0.7	-12	-2	1.0	-5	3
[32] Cc1ccc(NC(=S)NN2CCOCC2)c(C)c1
 : 6	1	1.9	-14	-1.5	36	0	.	-3	6
[33] Cc1nn(-c2ccccc2)c(OC(=O)c2cccs2)c1S(=O)(=O)c1ccccc1
 : 2	-1	0.1	-4	-3.0	31	5	.	-3	10
[34] CN(C(=O)COC(=O)c1cccc(Cl)c1)C1CCS(=O)(=O)C1 (stereo not drawn)
 : 1	-4	-2.0	-7	-0.9	.	1	0.1	1	-1
[35] COc1ccc2c(c1)N(C[C@H](C)CN(C)C)c1ccccc1S2
 : 6	.	.	2	1.4	.	6	-0.1	3	3
[36] Cc1oc2c(CN3CCOCC3)c(O)ccc2c(=O)c1-c1ccc(Br)cc1
 : -20	8	-0.6	2	-4.1	-2	68*	39	10	0
[37] O=C(N/N=C/c1c(Cl)[nH]c2ccccc12)c1ccc2c(c1)OCCO2
 : 8	6	-1.3	.	2.8	18	3	-2.8	21	19
[38] CCOC(=O)CN1C(=O)N[C@@H](c2ccccc2)C(C(C)=O)=C1C
 : .	2	-4.1	-6	0.9	12	-1	-0.4	3	7
[39] O=C(Cn1[nH]c(=O)c2ccccc2c1=O)OCC(=O)c1ccccc1Cl
 : -3	2	0.9	?	-0.8	.	5	-1.5	-2	-3
[40] CC(C)(C)c1csc(SCC(=O)Nc2ccc(Cl)cn2)n1
 : 4	-4	0.4	1	-6.0	13	-3	1.4	-8	-6
[41] CC(NC(=O)C1(S(=O)(=O)c2ccc(Cl)cc2)CC1)c1ccccc1 (stereo not drawn)
 : 11	-8	-1.4	-5	-0.4	-11	-3	.	13	4
[42] O=C(NC1CCN(Cc2ccccc2)CC1)c1ccc(Cl)cc1Cl
 : -4	1	1.5	19	-0.3	8	-4	1.2	-4	7
[43] Cc1ccn2c(NC3CCCC3)c(-c3ccncc3)nc2c1
 : -8	8	1.3	-5	-2.4	-6	1	0.2	22	-3
[44] CC(=O)c1ccccc1OCCOCCOc1ccccc1C(C)=O
 : 8	-3	2.6	-1	-0.9	-4	3	.	-7	-6
[45] COc1ccc(NC(=O)CN(C)S(=O)(=O)c2ccc3c(c2)CC(C)N3C(C)=O)cc1OC (stereo not drawn)
 : -7	5	2.0	-2	-2.1	10	1	0.6	-1	10
[46] O=C(Cc1ccccc1)Nc1ccc2[nH]ncc2c1
 : -18	-2	0.3	?	-1.1	13	2	-1.5	-8	8
[47] CCCC(=O)N(Cc1cccnc1)c1nc2c(OC)ccc(Cl)c2s1
 : -7	2	-0.6	-1	0.3	-12	0	-1.0	-6	-15
[48] COCCn1c(SCC(=O)Nc2cc(C(C)(C)C)nn2-c2ccccc2)nnc1-c1ccncc1
 : 2	-2	-1.5	-30	0.3	-6	2	.	6	4
[49] Cc1ccc(C(=O)N(C)Cc2nc3ccccc3c(=O)[nH]2)cc1NC(=O)c1ccco1
 : 8	-1	0.9	3	-2.2	.	0	1.1	9	7
[50] COc1ccc(CCNC(=O)Cc2cc3c(cc2[N+](=O)[O-])OCO3)cc1OC
 : 9	.	.	6	-4.2	.	-2	.	3	7
[51] O=C(CSc1nnnn1-c1ccc(F)cc1)Nc1ccc(N2CCOCC2)c(Cl)c1
 : -3	-3	0.1	-2	0.0	10	3	.	1	4
[52] N#CC1=C(N)SC(N)=C(C#N)C1c1c(Cl)cccc1Cl
 : 2	-10	-0.6	-2	-5.5	1	7	-5.5	11	-4
[53] COCc1cccc(C2=CC(=O)C[C@H](c3ccc(F)cc3)C2)c1
 : 6	-5	-2.9	2	-1.5	.	0	1.5	0	-11
